CCHF vOTU inh: CCHFV vOTU protease inhibition; AID 651958; 0.55% of 370,000 active; inhibition, % at 11.5 µM; Pep-AMC fluorescence; in the data active = inhibition above about 30%; note: 0% = vehicle wells with enzyme and 100% = no enzyme wells
Y pestis TopoI: Y. pestis Topo-I inhibition via cleavage products; Y. pestis Topo-I cleavage product accumulation, plate reader; activity, % at 10 µM; 0.064% of 360,000 active; AID 504884; in the data active = activity above about 50%, passing the limit was not always enough; note: inactives centre near 2
Rv3671c protease: inhibitors of M. tuberculosis serine protease Rv3671c; inhibition, % at 5.96 µM; AID 2606; 0.048% of 320,000 active; in the data active = inhibition above about 38%;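 note: extracellular domain of Rv3671c used as enzyme; 0% = enzyme with DMSO and 100% = no enzyme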
Target sequence (P9WHR9 whole entry, looked up, the tested form may be a part): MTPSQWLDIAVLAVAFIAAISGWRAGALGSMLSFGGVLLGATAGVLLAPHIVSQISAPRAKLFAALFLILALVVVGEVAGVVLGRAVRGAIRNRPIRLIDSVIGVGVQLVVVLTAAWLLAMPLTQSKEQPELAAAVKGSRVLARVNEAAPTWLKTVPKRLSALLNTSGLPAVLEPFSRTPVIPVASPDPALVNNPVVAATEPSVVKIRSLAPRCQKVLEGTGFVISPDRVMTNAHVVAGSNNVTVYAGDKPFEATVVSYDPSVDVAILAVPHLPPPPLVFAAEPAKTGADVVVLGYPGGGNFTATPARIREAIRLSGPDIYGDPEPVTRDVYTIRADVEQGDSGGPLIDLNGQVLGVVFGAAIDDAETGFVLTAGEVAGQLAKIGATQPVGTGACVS
MazF activator: increases E. coli MazEF RNase cleavage of RNA. P0AE70. FAM/BHQ RNA-DNA oligo cleavage fluorescence, 5 h. activation, % at 20 µM. 0.32% of 350,000 active. AID 504720; in the data active = activation above about 50%
Target sequence (P0AE70 whole entry, looked up): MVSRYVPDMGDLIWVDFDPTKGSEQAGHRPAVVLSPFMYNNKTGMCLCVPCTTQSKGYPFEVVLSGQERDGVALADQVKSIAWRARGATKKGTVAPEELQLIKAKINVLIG
PrPC surface inh: reduces human prion protein on the cell surface | 0.43% of 370,000 active | cell surface PrPC, TR-FRET read-out | inhibition, % at 13.8 µM; in the data active = inhibition above about 24%; note: 0% = median of the test wells and 100% = reference compound wells
TcdB GH inh: inhibitors of Clostridioides difficile toxin B glycohydrolase | P18177 | TcdB glycohydrolase enzymatic assay, plate reader | inhibition, % at 9.99 µM | 0.24% of 350,000 active | AID 652162; in the data active = inhibition above about 10%
BH1578 lux ind: inducers of Vibrio cholerae quorum light production without autoinducers. activation, % at 18.7 µM. V. cholerae BH1578 lux reporter, luminescence, 6 h. 0.16% of 350,000 active; in the data active = activation mostly above about 9.7%, no sharp cut-off; note: not every result past the cut was called active; inactives centre near 0; reference of the scale not given here
PriA SSB inh: inhibitors of Klebsiella pneumoniae PriA binding to SSB C-terminal tail. inhibition, % at 33 µM. AlphaScreen SSBct-PriA binding, biotinylated peptide. 0.6% of 430,000 active; in the data active = inhibition mostly above about 37%, no sharp cut-off; inactive = mostly below about 20%;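 note: plate controls were negative control peptide for no effect and reference peptide for full effect; strong numbers were not always called active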
SARS 3CLpro inh: SARS-CoV 3CLpro protease inhibition; AID 1706; 0.14% of 290,000 active; inhibition, % at 6 µM; P0C6X7; recombinant SARS-CoV 3CLpro, quenched FRET peptide cleavage; in the data active = inhibition above about 12%
DUSP3 inh: inhibitors of human VHR1 phosphatase (DUSP3); AID 1654; recombinant VHR phosphatase, pNPP absorbance; P51452; inhibition, % at 13.3 µM; 0.52% of 290,000 active; in the data active = inhibition above about 50%; note: some compounds called inactive have numbers as strong as hits
Target sequence (P51452 whole entry, looked up): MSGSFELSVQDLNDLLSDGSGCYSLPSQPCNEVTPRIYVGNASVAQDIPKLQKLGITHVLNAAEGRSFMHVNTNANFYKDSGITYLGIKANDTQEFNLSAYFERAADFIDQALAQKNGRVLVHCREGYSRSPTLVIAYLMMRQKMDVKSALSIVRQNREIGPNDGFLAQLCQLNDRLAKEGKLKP
* = called active by the depositor; i = inactive; · = not tested or not shown; & = joins results of further samples.

SMILES	CCHF vOTU inh	Y pestis TopoI	Rv3671c protease	MazF activator	PrPC surface inh	TcdB GH inh	BH1578 lux ind	PriA SSB inh	SARS 3CLpro inh	DUSP3 inh
COc1cc(/C=C/C(=O)N(C)CC(=O)Nc2ccccc2SC)cc(OC)c1OC	-4	-1	2	0	-8	1.3	i	-12	·	·
Cc1cc(Nc2cccc(Br)c2)c2ccccc2n1	2	8	8	22	16	2.4	-0.8	3	·	·
O=C(NC1CCCCC1)C(c1cccnc1)N(C(=O)c1csnn1)c1ccc(F)cc1 (configuration not stated)	2	3	2	1	-3	1.0	-0.2	-14	6	36
N#C/C(=C/c1ccncc1)c1nc2ccccc2s1	3	-7	-14	39	1	0.1	i	-12	5	-5
COc1ccc(S(=O)(=O)N(Cc2ccc(OC)c(OC)c2)Cc2ccco2)cc1	15	29	-9	-7	4	·	i	-21	2	3
COc1ccc(-c2sc3ccccc3c2C#Cc2cncn2C)cc1	4	13	-9	4	-13	1.6	-0.6	-1	·	·
CC1CCC/C(=N\NC(=O)COc2ccc(Cl)cc2Cl)C1 (configuration not stated)	-12	28	-2	5	-2	·	-12	·	8	23
COc1ccc(Cl)cc1NS(=O)(=O)c1cc(Cl)ccc1OC	1	6	-5	-2	-3	·	-0.3	4	2	2
Cc1c2n(c3ccccc13)CC/C2=N\O	-9	-9	-4	1	-4	0.8	-0.4	·	3	27
O=c1[nH]c2ccc(S(=O)(=O)Nc3ccccc3O)cc2[nH]1	0	-1	-1	26	-7	-1.1	-0.2	-10	4	-4
CCCC(=O)c1c(NC(C)C)cc(C)oc1=O	5	9	8	-9	9	·	0.1	-14	1	1
O=C(COC(=O)c1ccc(NS(=O)(=O)c2cccs2)cc1O)NCc1ccccc1	1	-2	-6	-3	4	-1.0	i	1	8	2
COc1ccc(S(=O)(=O)N2CCN(Cc3cccc(OC)c3OC)CC2)cc1	-1	0	-4	5	-6	-0.1	0.7	-8	1	28
CC1Cc2ccccc2N1S(=O)(=O)c1cccc(C(=O)NCc2ccncc2)c1 (configuration not stated)	-2	8	-6	-9	6	2.3	-0.7	9	·	·
CC1(C)CC(=O)c2cnc(NCC3CCCO3)nc2C1 (configuration not stated)	1	1	4	-6	3	·	i	-5	3	16
Cc1cc2ncn(C3CC(=O)N(C)C3=O)c2cc1C (configuration not stated)	-1	5	-6	-3	6	·	i	1	2	28
CCOC(=O)NC(NC(=S)Nc1ccc(OCC)cc1)C(Cl)(Cl)Cl (configuration not stated)	-2	-1	-2	3	-4	·	-0.1	-8	1	-1
c1ccc(-c2noc(C34CC5CC(CC(C5)C3)C4)n2)nc1	12	8	-9	-2	2	·	i	-8	1	24
Cc1nnc(SCC(=O)Nc2c(Cl)cccc2Cl)[nH]c1=O	3	6	6	7	8	-0.7	-0.2	0	-8	15
O=C1CC2(CCCC2)C(=O)N1c1ccc(S(=O)(=O)NCC2CC2)cc1Cl	-3	1	-2	-9	-6	-1.6	0.8	-9	4	16
Cc1cccc2c(=O)oc(-c3ccccc3Cl)nc12	9	5	51*	-2	3	1.1	-0.7	0	3	0
CCC(C)OC1OC(CO)C(O)C(O)C1NC(C)=O (configuration not stated)	5	-3	-3	0	-8	0.3	-3.4	-11	-6	16
Cc1ccc(C(=O)Oc2ccccc2N2C(=O)C3CCC(C)CC3C2=O)cc1 (configuration not stated)	7	5	9	0	4	·	-0.4	0	7	-21
Cc1ccc(C)c(N(CC(N)=O)S(C)(=O)=O)c1	3	-4	-3	4	-8	·	-0.2	-14	-8	10
O=C(CC(=O)c1ccccc1)CC(O)(C=Cc1ccccc1)c1ccccc1 (configuration not stated)	-2	5	·	-18	-2	-0.1	i	-12	·	·
Oc1c(Br)cc(Br)cc1/C=N/N1CCN(Cc2ccccc2)CC1	-23	24	-6	12	4	·	-0.3	·	7	5
CC(C)(C)NC(=O)[C@@H]1C[C@@H]2CCCC[C@@H]2CN1C[C@@H](O)[C@H](Cc1ccccc1)NC(=O)[C@H](CC(N)=O)NC(=O)c1ccc2ccccc2n1	21&10	10&23	-6&-10	1&-3	-5&-7	-5.6&0.4	-0.3&-0.6	-4	1	2
Cc1c(C(=O)NNC(=O)c2csc(N3CCOCC3)n2)cccc1[N+](=O)[O-]	3	-1	-4	-3	-7	-0.1	i	3	·	·
CN(C)c1ccc(C(=O)/C=C/c2cccnc2)cc1	0	8	-3	2	6	0.6	-1.1	-9	-2	-5
S=C1NCCOCCOCCOCCNC(=S)N2CCOCCOCCN1CCOCCOCC2	-8	2	1	-20	-4	1.2	-0.1	-5	2	3
Cc1cc(C(=O)c2ccc(C(C)(C)C)cc2)c(NC(=O)CCl)s1	5	18	-19	1	-2	·	-0.7	21	1	0
CCCN1CCC(NC(=O)Cc2cccc(C)c2)CC1	-12	2	-2	0	-5	2.8	-0.4	-1	0	32
O=C(NC1CCCCC1)C1CCCN(c2nnnn2-c2ccccc2)C1 (configuration not stated)	-3	-1	5	1	-2	·	2.2	-2	4	-5
CCn1c(COc2ccc(Cl)c(C)c2)nnc1SCC(=O)N1CCCC1	-10	25	8	-14	-2	1.4	-1.2	1	2	7
CC(=O)c1cccc(NC(=O)C(C)OC(=O)c2cc(=O)[nH]c3ccccc23)c1 (configuration not stated)	-6	-7	1	10	-4	-0.9	-5.0	-11	·	·
O=C(NCCc1ccccc1)C1CCN(S(=O)(=O)c2ccc(-n3cnnn3)cc2)CC1	-11	-2	-5	2	0	·	i	-40	-4	6
O=C(OCCc1ccccc1)c1cc(O)c(O)c(O)c1	1	-1	-18	3	1	-9.4	i	4	·	·
Fc1c(F)c(F)c(NC2=NCCCCC2)c(F)c1F	-9	-4	-4	4	-2	-3.1	i	-10	0	-46
Cc1ccc(-c2nnc(N3CCN(CCO)CC3)c3ccccc23)cc1	11	4	6	0	-5	1.0	0.7	-1	3	-10
COc1ccc(C/C(C)=N/NC(=O)c2ccc(Cl)cc2)cc1	-4	2	-2	-1	8	-2.7	-0.9	·	3	17
CCOC(=O)N1CCN(C(=S)NC(=O)c2nn(C)cc2Br)CC1	9	-8	4	-4	3	0.0	6.7	0	-4	7
N=C1c2c(cc(=O)n3c2[nH]c2ccccc23)CN1CCN1CCOCC1	-254	-10	15	-8	-3	3.1	0.5	-7	1	6
Cc1noc(NS(=O)(=O)c2ccc(NC(=O)/C=C/c3ccc(Br)cc3)cc2)c1C	26	9	·	0	-1	-0.2	i	-5	6	-17
Cc1ccc(C2=NC(C)(C)NC2=O)cc1	-1	0	6	2	-1	·	0.1	-4	1	19
COc1ccc(-c2nc3c(C(=O)NCCN(C)C)cccc3c3ccccc23)cc1	4	12	·	8	-14	4.1	i	4	·	·
COc1ccc(C(=O)/C=C2/c3ccccc3CC(C)(C)N2C)cc1OC	9	13	-2	5	-10	1.1	-0.2	13	3	5
Cc1cc(C)nc(NC(=O)NS(=O)(=O)Nc2ccc(Br)cn2)n1	·	29	-1	18	·	·	-5.0	-2	-2	34
CCc1nc2ccc(C(=O)Nc3ccc(OC)c(OC)c3)cn2c1N(CC)CCOC	10	-5	·	·	-9	-0.2	i	·	·	·
CNc1nnc(-c2ccco2)s1	3	-3	2	-1	4	0.2	i	4	-2	19
Cc1ccc(NS(=O)(=O)c2ccc(-n3cccn3)cc2)c(Cl)c1	20	3	·	-1	8	-0.1	i	·	·	·
O=C(CSCc1ccc(F)cc1)NCc1cccs1	12	4	4	0	4	0.9	i	-8	-1	12
CCOC(=O)c1sc(Nc2nc3c(OC)cccc3s2)cc1C	16	-11	7	3	40*	·	-0.2	-13	2	-10
COc1cc(CN(C(=O)c2ccco2)C2CCS(=O)(=O)C2)cc(OC)c1OC (configuration not stated)	3	1	7	5	5	0.8	-3.9	-3	-2	4
Cc1cc(NC(=O)CSc2nnnn2-c2ccccc2)no1	-12	6	9	17	1	-0.9	-0.3	-4	-3	-6
COc1ccc(NC(=O)c2ccc3ccccc3c2)cc1	-1	-6	5	5	8	0.0	4.8	-14	4	22
COC(=O)c1c(C(=O)OC)c(-c2ccccc2)n2c1CCC2	·	-11	6	0	·	0.5	-0.6	16	3	2
Cc1ccc2cc(CN(Cc3ccco3)C(=O)c3cccs3)c(=O)[nH]c2c1	3	31	-3	7	4	·	·	2	6	6
O=C(CSCc1nc2ccccc2[nH]1)Nc1ccc(Oc2ccccc2)cc1	2	11	-4	2	15	·	-0.1	4	3	-4
Cc1cc(CNC(=O)CC2C(=O)NCCN2Cc2ccccc2)nn1C (configuration not stated)	-5	-9	-8	1	3	0.8	-2.4	-8	0	30
Cc1nc(NCc2ccccc2)[nH]c(=O)c1CCC(C)C	1	1	5	6	0	·	-0.2	-17	3	-20

Rewritten with each value named: 4 of the compounds above
> Cc1noc(NS(=O)(=O)c2ccc(NC(=O)/C=C/c3ccc(Br)cc3)cc2)c1C
  CCHF vOTU inh: 26; Y pestis TopoI: 9; Rv3671c protease: ·; MazF activator: 0; PrPC surface inh: -1; TcdB GH inh: -0.2; BH1578 lux ind: i; PriA SSB inh: -5; SARS 3CLpro inh: 6; DUSP3 inh: -17
> CNc1nnc(-c2ccco2)s1
  CCHF vOTU inh: 3; Y pestis TopoI: -3; Rv3671c protease: 2; MazF activator: -1; PrPC surface inh: 4; TcdB GH inh: 0.2; BH1578 lux ind: i; PriA SSB inh: 4; SARS 3CLpro inh: -2; DUSP3 inh: 19
> Cc1cc(C)nc(NC(=O)NS(=O)(=O)Nc2ccc(Br)cn2)n1
  CCHF vOTU inh: ·; Y pestis TopoI: 29; Rv3671c protease: -1; MazF activator: 18; PrPC surface inh: ·; TcdB GH inh: ·; BH1578 lux ind: -5.0; PriA SSB inh: -2; SARS 3CLpro inh: -2; DUSP3 inh: 34
> N=C1c2c(cc(=O)n3c2[nH]c2ccccc23)CN1CCN1CCOCC1
  CCHF vOTU inh: -254; Y pestis TopoI: -10; Rv3671c protease: 15; MazF activator: -8; PrPC surface inh: -3; TcdB GH inh: 3.1; BH1578 lux ind: 0.5; PriA SSB inh: -7; SARS 3CLpro inh: 1; DUSP3 inh: 6

Additional entries
SMILES	CCHF vOTU inh	Y pestis TopoI	Rv3671c protease	MazF activator	PrPC surface inh	TcdB GH inh	BH1578 lux ind	PriA SSB inh	SARS 3CLpro inh	DUSP3 inh
CCn1c(SCC(=O)N/N=C\c2ccccc2OCC(=O)O)nnc1-c1ccc(Cl)cc1	3	4	0	1	8	-0.7	-3.7	·	4	29
Cc1ccc(C2CC(=O)c3cnc(NC(=O)c4ccco4)nc3C2)cc1 (configuration not stated)	8	-6	·	9	5	·	-4.7	-8	-3	4
c1ccc(C[n+]2ccc3ccccc3c2)cc1	-8	-3	-1	13	-5	-0.7	-0.4	2	·	·
Cn1c(O)c(/C=C2\C=Nc3ccccc32)c(=O)n(C)c1=O	-9	-5	-3	141*	3	0.1	0.4	·	-3	6
CC(=O)Nc1ccc(SCC(=O)Nc2ccc3c(c2)OCCO3)cc1	5	-11	5	10	-1	1.2	i	-12	·	·
O=C(CSc1ccc2nnc(-c3ccccc3)n2n1)N1CCCCC1	3	-3	2	-1	-9	-1.3	0.0	-7	·	·
COc1ccc(CNC2CCCCC2)cc1	-13	-6	5	2	12	·	i	-18	-1	8
COC(=O)C1CCN(C(=O)CCC2CCCCC2)CC1	4	-8	5	-9	-1	·	0.5	-7	1	20
O=C(OCC(=O)c1ccccc1Cl)c1cnccn1	-8	-3	-12	-8	-5	·	-0.3	-5	5	-5
CCOc1ccc(OCC(=O)OC(C)C(=O)NC2CCCCC2C)cc1 (configuration not stated)	1	9	3	4	-4	-1.0	2.5	-8	·	·
COCCOC(=O)c1c(C)oc2ccc(OC(=O)COc3c(F)c(F)c(F)c(F)c3F)cc12	1	-7	0	-7	2	·	i	-21	2	-2
CN(C)S(=O)(=O)c1ccc(N2CCOCC2)c(C(=O)O)c1	22	3	6	2	4	·	-0.2	-6	-2	27
Nc1cc2ccccc2oc1=O	12	-12	3	1	3	·	-0.3	-16	-6	-12
NC(=O)C1CCN(CCC(=O)Nc2ccc(F)c(F)c2)CC1	4	-3	3	3	-6	3.4	0.8	-7	4	0
CCn1c(-c2cccnc2Cl)nc2ccccc21	8	8	0	5	10	·	i	-6	5	3
Cc1ccc(S(=O)(=O)Nc2ccc3c(c2)OCCO3)c(C)c1NS(C)(=O)=O	-11	0	1	2	3	1.2	i	-1	-1	8
CCOc1ccc(C(=O)N/N=C/c2cc([N+](=O)[O-])cs2)cc1	10	-2	-8	-29	-9	1.4	1.5	·	-1	-15

High-throughput results as filed in PubChem BioAssay.

This is a subset; count on the stated rates, not on these rows.
